GalR3 antagonist = GalR3 antagonists in HEK293 cells, primary screen, cell-based, fluorescence readout. Galanin receptor type 3 (Homo sapiens), O60755. HEK293 GalR3-CNG cAMP membrane potential fluorescence; galR3 body fused to GalR1 C-terminus. inhibition, % at 3 µM. 360,000 compounds, 0.44% hits. AID 651719, 2012;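 active means inhibition above the screen-wide average plus 3 SD, cut at about 13% in these data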;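 further: forskolin and galanin both at EC90 stimulate the cells; cAMP rise reported by CNG channel membrane potential dye signal; 0% = forskolin plus galanin with DMSO and 100% = forskolin alone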
Target sequence (O60755 1-299 limits assumed): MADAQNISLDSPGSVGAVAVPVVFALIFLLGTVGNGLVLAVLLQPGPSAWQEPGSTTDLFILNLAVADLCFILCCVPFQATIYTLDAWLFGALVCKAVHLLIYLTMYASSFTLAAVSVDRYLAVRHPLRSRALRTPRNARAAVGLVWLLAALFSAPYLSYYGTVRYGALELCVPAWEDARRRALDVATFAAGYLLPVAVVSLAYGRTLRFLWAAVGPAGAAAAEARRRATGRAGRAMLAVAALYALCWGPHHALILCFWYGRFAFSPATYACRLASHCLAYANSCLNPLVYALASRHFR
MEKK3 PB1 HTS = modulators of MEKK3-MEK5 PB1 binding, primary screen, biochemical, wildtype MEKK3, multiplex bead flow cytometry, Alexa488-MEK5; Mitogen-activated protein kinase kinase kinase 3 (Homo sapiens), Q99759; bead-based flow cytometry, Alexa488-MEK5 binding to MEKK3; actives lie on both sides; 0 = blocked by unlabeled MEK5, 100 = vehicle; binding response (% of control), % at 10 µM; 290,000 compounds, 1.4% hits; AID 1529, 2009;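 active means binding response more than 3 SD above or below the average of its plate-row segment, actives on both sides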;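 further: Alexa488 bead fluorescence after subtracting the streptavidin-only scavenger bead signal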
CRFR2-BP ag = agonists of CRF-BP/CRF-R2 complex, primary screen, cell-based, HEK293, calcium dye fluorescence, uHTS; calcium dye fluorescence (FLIPR); percent of saturating CRF peptide response; activation, % at 13.2 µM; 350,000 compounds, 0.46% hits; CRF-binding protein / CRF receptor 2 complex (human);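 active means activation of at least 50%, plus an integration ratio under a set limit after plate pattern correction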;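 further: plate controls were neutral control wells without compound for no effect and CRF at EC100 for full effect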
CRFR2-BP antag = antagonists of CRF-BP/CRF-R2 complex, primary screen, cell-based, HEK293, calcium dye fluorescence, uHTS; CRF-induced calcium fluorescence; inhibition, % at 11.8 µM; 350,000 compounds, 0.59% hits;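 active means inhibition of the ligand-induced calcium signal above about 50% at the single tested concentration, limit read from the data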
SUMO HTRF inh = inhibitors of in vitro SUMOylation cascade, primary screen, biochemical, HTRF, uHTS. inhibition, % at 35 µM. AID 2006, 2009. 290,000 compounds, 0.36% hits. HTRF SUMOylation assay, SAE1/SAE2 + UBC9; in the data active means inhibition above about 50%, passing the limit was not always enough; further: strong numbers were not always called active
Target sequence (P63279 whole entry, looked up): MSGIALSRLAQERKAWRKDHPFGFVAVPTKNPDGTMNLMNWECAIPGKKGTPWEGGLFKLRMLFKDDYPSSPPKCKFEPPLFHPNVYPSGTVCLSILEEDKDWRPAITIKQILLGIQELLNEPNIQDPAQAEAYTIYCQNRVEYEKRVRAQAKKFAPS
MEKK2wt PB1 HTS = modulators of MEK5 binding to wildtype MEKK2, primary screen, biochemical, multiplex bead flow cytometry, Alexa488-MEK5; Mitogen-activated protein kinase kinase kinase 2 (Homo sapiens), Q9Y2U5; Alexa488-MEK5 binding to MEKK2 WT; actives lie on both sides; binding response (% of control), % at 10 µM; 290,000 compounds, 1.1% hits; AID 1531, 2009; in the data active means binding response below about 67% or above about 130%
DNA FID counter = compounds displacing fluorescent DNA intercalator, primary screen, artefact control for HCV NS3 helicase inhibitor project, biochemical, FID fluorescence. DNA fluorescent intercalator displacement. inhibition, % at 7.9 µM. 290,000 compounds, 0.17% hits. AID 1845, 2009; in the data active means inhibition above about 37%;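 further: 0% = vehicle and 100% = reference compound; higher means more ethidium bromide displaced from hairpin DNA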
HCV NS3 hel inh = inhibitors of HCV NS3 helicase, primary screen, biochemical, Cy5 molecular beacon fluorescence. Hepatitis C virus NS3 helicase. NS3 helicase DNA unwinding. inhibition, % at 10.9 µM. 290,000 compounds, 0.56% hits;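 active means inhibition above the mean of all tested compounds plus 3 SD, set per campaign, cut at about 35% in these data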;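 further: 0% = DMSO wells and 100% = thioflavine S control wells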
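assay system = NS3 helicase fragment of HCV | buffer or medium = MOPS pH 6.5, MgCl2, DTT, Tween20, BSA | timing = 60 min unwinding reaction at 25 °C after ATP addition | signal = Cy5 beacon fluorescence read at start and 1 h | read-out basis = % inhibition of unwinding | control set = low DMSO, high thioflavine S at 110 µM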
MEKK2mut PB1 HTS = MEK5 binding signal on mutant MEKK2 PB1, primary screen, biochemical, multiplex bead flow cytometry, Alexa488-MEK5; AID 1530, 2009; 290,000 compounds, 0.35% hits; percent response, % at 10 µM; Alexa488-MEK5 binding to MEKK2 mutant; in the data active means percent response above about 24%, passing the limit was not always enough; further: inactives centre near 1; some results filed as inactive read as strong as hits
* hit, by the source's call; · = not tested or not shown; [ ] = another dose, or the depositor's remark.

smiles	GalR3 antagonist	MEKK3 PB1 HTS	CRFR2-BP ag	CRFR2-BP antag	SUMO HTRF inh	MEKK2wt PB1 HTS	DNA FID counter	HCV NS3 hel inh	MEKK2mut PB1 HTS
CN(CCOc1ccccc1)C(=O)C1CCC(=O)N(CCc2ccc(Cl)cc2)C1 (stereo not drawn)	-3	101	1.9	21	21	101	-67	1	3
CCOC(=O)N1CCN(c2c(NCCN3CCN(c4ccccc4F)CC3)c(=O)c2=O)CC1	-5	98	-0.4	7	19	100	-7	-4	0
CN1CCN(c2ccccc2NC(=O)c2ccc(-c3cccc(Cl)c3)o2)CC1	-6	109	-0.5	-3	0	127	16	-28	21
O=C1NCC(COc2ccc([N+](=O)[O-])cc2)O1 (stereo not drawn)	-9	105	-0.5	1	-7	109	3	8	1
Cc1nnc(NC(=O)CN2CCN(Cc3ccccc3)CC2)s1	-8	99	0.0	5	-4	103	-4	-3	1
O=C(c1cc(-c2ccncc2)nc2ccccc12)N1CCN(S(=O)(=O)/C=C/c2ccccc2)CC1	-4	102	0.1	-1	-7	99	-26	-10	3
COc1ccc(-c2[nH]ncc2CN2CCN(C3CCCCC3)C(=O)C2)cc1F	-5	103	0.4	2	12	105	-23	7	4
CC1(C)Cc2c(sc3[nH]c(=O)n(CC(=O)NCC4CCCO4)c(=O)c23)CO1 (stereo not drawn)	-8	95	1.2	84*	6	92	-7	-7	0
COc1cccc(N2CN(CCc3ccccc3)CNC2=S)c1	3	98	-0.2	4	8	96	-6	-3	-2
CCOc1ccc(C(=O)NCc2ccco2)cc1	-5	99	0.1	4	20	102	-4	3	2
O=C(c1ccc(F)c(S(=O)(=O)N2CCOCC2)c1)N(c1ccccc1)c1ccccn1	0	91	0.5	-8	-8	89	-11	-13	-10
Cc1cc(C)n(C(C)CNS(=O)(=O)c2ccc(Cl)cc2)n1 (stereo not drawn)	-8	103	-0.9	1	13	101	-12	-3	3
CCOC(=O)c1c(C=O)c(C)n(Cc2ccccc2)c1C	-6	105	-0.5	9	6	100	-15	-5	-2
Cc1ccccc1OCC(=O)Nc1cc(Cl)ccc1Oc1ccccc1	2	101	16	-71	-7	102	5	-3	5
CC(=O)N[C@@H](Cc1c[nH]c2ccccc12)C(=O)NC1CC1	-8	108	4.7	10	2	107	-6	6	17
CCN(C(=O)c1cc(S(=O)(=O)N2CCCCC2)c[nH]1)c1ccc(OC)cc1	1	102	-2.4	-10	9	103	-45	4	2
COc1ccc(/C=C(\C)c2nc(C)c(-c3ccccc3)c(=O)[nH]2)cc1	-1	104	2.6	-11	20	101	-5	-2	15
COc1ccc(NC(=O)C2CCC(CNS(=O)(=O)c3cccs3)CC2)cc1OC (stereo not drawn)	-2	98	0.4	-10	4	97	-39	7	-1
CC1(C)Cc2c(c(-c3ccccc3)[nH]c(=O)c2C#N)CS1	-5	105	1.0	-1	8	107	-2	-5	5
Cc1ccc(NC(=O)CN(C)C(=O)CSc2nnnn2C)cc1	-7	95	1.5	1	18	94	-5	-7	-6
CCN1CCN(CC(O)COC(C)C)CC1 (stereo not drawn)	-5	96	8.5	-13	-1	99	1	-6	1
Cc1c(Cl)cccc1NC(=O)CCC(=O)N/N=C/c1ccco1	-3	96	-1.0	-1	-5	93	-6	-3	-6
CCc1ccccc1NC(=O)c1cc([N+](=O)[O-])ccc1N1CCOCC1	2	102	0.5	5	-5	97	-8	24	2
Cc1cc(Cl)ccc1OCCCC(=O)OCC(=O)c1c(N)n(C)c(=O)n(C)c1=O	-4	104	2.6	-15	-13	105	-4	-3	5
COCCNC(=O)/C(C#N)=C/c1ccc(C)o1	-2	90	1.0	-4	-8	85	3	1	-12
Clc1cc(NC2CCCCC2)ncn1	-13	101	1.6	-13	16	102	-15	12	3
NNc1nc2ccccc2c(=O)n1Cc1ccccc1	-4	100	0.1	1	3	101	-3	1	3
CC(C)(C)Nc1nc(Cl)nc(NC2CCCCC2)n1	-3	108	0.0	24	10	111	-26	8	15
Cc1ccc(Cl)c2c(N=Nc3ccccc3)c(O)[nH]c12	-4	103	36	-30	20	111	8	0	11
O=C(Nc1ccc2oc(-c3ccccc3)nc2c1)c1cc(-n2cnnc2)ccc1Cl	-1	95	-0.5	2	23	90	-14	5	-2

Records above printed as active in CRFR2-BP antag:
smiles,GalR3 antagonist,MEKK3 PB1 HTS,CRFR2-BP ag,CRFR2-BP antag,SUMO HTRF inh,MEKK2wt PB1 HTS,HCV NS3 hel inh,MEKK2mut PB1 HTS
CC1(C)Cc2c(sc3[nH]c(=O)n(CC(=O)NCC4CCCO4)c(=O)c23)CO1 (stereo not drawn),-8,95,1.2,84*,6,92,-7,0

Following part:
smiles	GalR3 antagonist	MEKK3 PB1 HTS	CRFR2-BP ag	CRFR2-BP antag	SUMO HTRF inh	MEKK2wt PB1 HTS	DNA FID counter	HCV NS3 hel inh	MEKK2mut PB1 HTS
CC(=O)Nc1ccc(C#Cc2ccc(NC(C)=O)cc2)cc1	-5	98	0.1	-14	4	102	-13	23	-1
O=C(CNC(=O)c1ccccc1)N/N=C/c1cc(Br)ccc1O	2	91	0.9	13	9	104	-5	-8	0
COc1cc(NS(=O)(=O)c2ccc(NC(=S)NC(=O)c3ccco3)cc2)ncn1	-5	100	-0.6	-7	24	96	0	0	-5
CCc1ccc(C(=O)COC(=O)c2cccnc2Cl)cc1	-5	72*[inhibitor]	-3.7	26	-7	74	-17	-7	-16
CCOc1ccc(CCNC(=O)Cn2ccc3ccccc3c2=O)cc1OCC	2	103	-3.1	-13	5	101	-10	21	0
NCCN=C1NS(=O)(=O)c2ccccc21	-2	83	-1.2	9	21	103	1	5	-10
Brc1ccccc1OCCCN1CCCCCC1	-8	105	-0.6	-4	0	134	7	-9	24
Cc1csc(SCC(=O)NC(C)c2ccc(F)cc2)n1 (stereo not drawn)	4	73	-4.8	-3	22	84	-2	-5	-6
Cc1onc(-c2ccccc2Cl)c1C(=O)NCCn1c(C)cc2ccccc21	·	71*[inhibitor]	-1.8	28	22	·	-29	0	-31
Fc1ccc(CNC2CCN(Cc3ccccc3)CC2)cc1	-6	101	2.1	9	11	110	3	-4	3
CCOC(=O)c1ccc(NC(=O)Cn2ncc(Cl)c(Cl)c2=O)cc1	-1	109	-1.1	0	2	107	-8	20	0
CC(C)OCCCn1c(NN)nc2ccccc2c1=O	-4	91	1.7	2	12	97	8	-8	-2
O=S(=O)(Nc1ccc(N2CCCCC2)cc1)c1ccccc1F	-2	101	-0.8	-1	-10	100	-13	27	4
N/C(=N\OC(=O)c1cccc(F)c1)c1ccccc1	-2	·	2.2	-10	15	·	2	-5	·
Cc1cccc(C)c1-n1ncc(C(=O)NC2CCCC2)c1C1CCNCC1	0	99	-1.3	-23	6	98	-2	-2	0
CSc1nnc(-c2cccs2)n1C	1	102	0.0	-1	4	102	3	0	-9
COC(=O)N(C)CCCC1(C)C(=O)N(C)c2ccc(O)cc21 (stereo not drawn)	-3	123	-0.1	-1	19	129	-1	2	21
Cc1cccc(-c2nnn(CC/C(N)=N/O)n2)c1	-1	103	-1.0	-8	-2	102	-1	3	1
O=C(Nc1ccccc1)c1csc(-c2ccccc2)n1	-5	96	3.2	-1	-8	101	-13	3	-3
COc1cccc(NC(=O)N2CCOCC2)c1	-1	101	4.5	-41	-3	104	0	0	9
O=C(N/C(=C\c1cccc([N+](=O)[O-])c1)C(=O)N1CCCCC1)c1cccs1	-6	104	-0.3	4	1	109	0	11	0
O=C(/C=C/c1ccc([N+](=O)[O-])cc1)NNC(=O)C1CC1	3	101	-3.4	6	15	100	-5	8	0
Cc1ccc(C)c(NC(=O)CSc2nnc(CCNC(=O)OC(C)(C)C)o2)c1	-3	99	-0.4	11	7	97	-20	28	-2
CCCN1CCN(S(=O)(=O)c2ccc3c(c2)CC(C)N3C(=O)C2CC2)CC1 (stereo not drawn)	11	98	1.5	10	·	100	-2	3	4
CCC(=O)Nc1ccc(Cl)c(NC(=S)NC(=O)COc2ccccc2)c1	1	102	-1.8	-21	5	98	0	-18	2
Cn1c(COc2ccc(Cl)cc2)nnc1SCC(=O)Nc1ccc2c(c1)CCC2	-9	115	3.8	-10	28	104	-2	6	0
COc1ccc(CCNCC(=O)Nc2ccc(OC(F)F)cc2)cc1	-9	97	-0.1	-6	3	101	6	-21	-2
CCCNC(=O)c1ccc(N2CCC3(CC2)CC(c2ccc(Cl)cc2)=NO3)c([N+](=O)[O-])c1	-8	98	0.9	2	2	93	-20	3	3
CC(C)(CO)N=Cc1c(O)[nH]c2ccccc12	·	110	0.8	4	8	107	-4	-8	3
CN(C)/C=C/c1onc(-c2ccccc2Cl)c1C#N	-2	101	0.7	10	1	85	-9	16	-10
CCC(C)[C@H](NC(=O)NCc1ccccc1Cl)C(=O)OC (stereo partly drawn)	-10	103	-1.1	1	-15	104	-3	5	5
NC1=NCC(O)=C1c1nc2ccccc2[nH]1	-2	103	0.7	-4	-5	99	0	1	0
Cc1noc(C(=O)NC2CCCCC2)c1Cl	-6	112	1.4	14	26	112	-7	14	16
COc1cc(NC(=O)CSc2nc3cc(C)ccc3cc2C)c(C(=O)O)cc1OC	-1	95	-1.9	29	14	92	-12	16	6
CCn1cc([N+](=O)[O-])c(C(=O)N2N=C(c3ccc(Cl)c(Cl)c3)CC2c2ccccc2O)n1 (stereo not drawn)	15*	102	3.2	-33	-35	93	-16	4	-1
Cc1cc(C)n2nc(CC(=O)NCc3ccccc3Cl)nc2n1	-6	103	-2.5	-33	20	105	-1	1	16
Nc1c(C(=O)N/N=C/c2cccnc2)oc2nc(-c3ccco3)cc(-c3ccco3)c12	0	98	3.1	2	95*	99	-14	30	-1
N#Cc1ccc(C(=O)Nc2ccc3ccccc3c2)cc1	0	100	0.0	-15	4	100	-3	-10	-5
COc1cccc(NC(=O)CCNC(=O)C2CCN(S(=O)(=O)c3ccc(F)cc3)CC2)c1	2	100	-2.0	-9	·	101	-25	0	-1
O=C(Oc1ccc(Cl)c2cccnc12)c1cccc([N+](=O)[O-])c1	-4	103	1.1	-13	11	105	3	7	4
COc1ccc(/C=C/C(=O)NC(=S)Nc2ccccc2C(=O)NC2CCCCC2)cc1	-2	72	-0.7	16	20	71	-5	4	-18
CCOC(=O)C1=NOC(Cn2cc(C(C)=O)c(=O)[nH]c2=O)C1 (stereo not drawn)	-3	67	13	-32	18	66	2	-9	-11

Source: PubChem (several laboratories)

Some of the compounds tested, so the mix of outcomes need not match the whole.
